High-throughput results: PubChem BioAssay, Sanford-Burnham Center for Chemical Genomics
Rat MKP-3 inhibitors: MKP-3 phosphatase inhibitors, primary screen, biochemical, rat enzyme, in vitro (AID 425); recombinant MKP-3 phosphatase activity, fluorescence; higher % means a stronger effect; one-dose inhibition, % at 20 µM; IC50 in µM for titrated hits; 110,000 compounds, 0.17% hits; in the data active = inhibition above about 50%;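 note: plate controls were vehicle for no effect and reference inhibitor for full effect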
Hsp70 displacement: Hsp70 inhibitors, probe displacement, primary screen, biochemical, fluorescence polarization (AID 583) | one-dose displacement, % at 20 µM; IC50 in µM for titrated hits | 140,000 compounds, 0.06% hits | Hsp70 fluorescence polarization probe displacement, mP; higher % means a stronger effect; in the data active = displacement above about 50%;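 note: plate controls were vehicle for no effect and reference ligand for full effect; a part of the inactive calls stands beside numbers as strong as those of hits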
* = called active by the depositor; nt = not tested or not shown; & = joins results of further samples. These rows are one share of the data. The share of hits here may be higher or lower than overall.

SMILES	Rat MKP-3 inhibitors	Hsp70 displacement
Cc1cc(C)c(C#N)c(SCC(=O)N2CCN(Cc3ccccc3)CC2)n1	6%	nt
CC1CCN(C(=O)CSc2nnc(-c3ccco3)o2)CC1	6%	6.5%
N#CN=C(N)c1ccccc1	3%	2.6%
O=C(/C=C/c1ccc(Cl)cc1)NCCN1CCOCC1	-1%	3.3%
O=C(NCc1ccc(Cl)cc1)c1cccc(Br)c1	4%	nt
Cc1cc(OCC(=O)O)cc(C)c1Cl	0%	0.5%
Cc1ccc(S(=O)(=O)NNC(=S)Nc2ccccc2)cc1	nt	3.7%
Nc1ccc2oc(-c3ccccc3Cl)nc2c1	3%	2.1%
CCCC(O)(CCN1CCOCC1)c1ccc(Br)cc1 (centres undefined)	-9%	0.0%
CCOc1ccc(C(=O)Nc2ccc(C)cn2)cc1	-2%	-2.8%
CS(=O)(=O)N(Cc1ccc(C(=O)N[C@@H]2C[C@H]3CC[C@@H]2C3)cc1)c1ccccc1	0%	2.1%
COc1nc(NCc2ccc(Cl)cc2)nc(OC)n1	-7%	5.7%
N#CC1=C(N)SC(N)=C(C#N)C1Cc1ccccc1	-11%	-26%
CC1C2CC(CC1(C)C)N(C(=O)Nc1ccc3nccnc3c1)C2 (centres undefined)	-12%&3%	-4.9%&-3.0%
O=C(NCc1ccco1)NC1CCCCC1	nt	1.3%
Cc1ccc(S(=O)(=O)N2CCN(Cc3c[nH]c4ccccc34)CC2)cc1	2%	-3.9%
COC(=O)c1ccc(-n2nc(C(F)(F)F)c3c2-c2ccoc2CC3)cc1	nt	2.8%
N#Cc1nc(-c2ccc(F)cc2)oc1NCc1ccccc1	-6%	-2.8%
c1ccc(CNc2ccc3ccccc3n2)nc1	-4%	0.1%
Fc1ccc(Cc2cnc(Nc3ccccc3)s2)cc1	5%	-0.1%
CC1CCN(S(=O)(=O)c2cn(CC(=O)N3CCN(C)CC3)c(=O)c3ccccc23)CC1	2%	-0.6%
CCCCOC(=O)CCc1nc2ccccc2[nH]1	-9%	4.4%
COc1ccc2c(c1)CC/C2=N\OC(=O)c1cccc2ccccc12	3%	-2.8%
N=c1c2c(-c3ccccc3)c(-c3ccccc3)n(Cc3ccccc3)c2ncn1CCO	nt	-1.8%
COc1ccc(N=Cc2c(C)[nH]n(-c3ccccc3)c2=O)cc1	1%	0.5%
Cc1cccc(/C=N\NC(=O)COc2ccc(-c3ccccc3)cc2)c1O	17%	5.4%
N#Cc1c(N)nc(SCc2ccccn2)c(C#N)c1-c1cccs1	10%	-1.4%
CSc1nc2ccccc2n1Cc1cccc(F)c1	-6%	3.5%
CCOC(=O)CNC(=O)CCCCCC(=O)NCC(=O)OCC	-1%	7.7%
COc1ccc(C(=O)N2CCC(C(=O)O)CC2)cc1	nt	3.1%
CCN(CC)C(=O)COc1ccc(-c2nnc(N3CCCCC3)c3ccccc23)cc1	0%	6.9%
CCOC(=O)c1cc2c(nc1N)COC(C)(C)C2	3%	-4.0%
Cc1ccc(/C=N/NC(=O)COc2c(Br)cc(Br)cc2Br)cc1	-2%	-3.9%
O=C(CN1CCN(c2ccccc2)CC1)Nc1nnc(-c2ccccc2)s1	-10%	-5.3%
CN(C)CCCNC(=O)Cc1ccc(Br)cc1	-10%	-2.2%
O=C(Nc1ccccc1C(=O)NCCc1ccccc1)c1ccncc1	2%	0.8%
CCC1(C)Cc2c(sc3nc(SCC(=O)O)[nH]c(=O)c23)CO1 (centres undefined)	-6%	2.9%
CC1=NN(c2ccc(S(N)(=O)=O)cc2)C(=O)/C1=C\c1ccc(-c2ccc([N+](=O)[O-])cc2)o1	4%	-2.9%
COc1cc(-c2nc3cnccn3c2Nc2ccc(C)cc2)ccc1O	nt	7.8%
CC(=O)Nc1ccc(C(=O)N2CCN(c3cccc(Cl)c3)CC2)cc1	2%	4.9%

2 neighbouring records out of the list so far:
SMILES	Rat MKP-3 inhibitors	Hsp70 displacement
COc1cc(-c2nc3cnccn3c2Nc2ccc(C)cc2)ccc1O	nt	7.8%
CC(=O)Nc1ccc(C(=O)N2CCN(c3cccc(Cl)c3)CC2)cc1	2%	4.9%

New compounds follow
SMILES	Rat MKP-3 inhibitors	Hsp70 displacement
Cc1ccc(SCC(=O)Nc2cc(C)on2)cc1	nt	1.6%
Cc1cc(NC(=O)c2ccc3c(c2)C(=O)N(C(C)(C)C)C3=O)no1	1%	3.7%
FC(F)(F)COc1nc(OCC(F)(F)F)nc(N2CCN(c3ccccc3)CC2)n1	-1%&4%	8.7%&1.2%
CCOc1ccccc1NC(=O)CN(c1cc(Cl)cc(Cl)c1)S(C)(=O)=O	-4%	-4.5%
O=C1CCc2cc(S(=O)(=O)NCCC(=O)N3CCN(c4cccc(Cl)c4)CC3)ccc2N1	-3%	-1.6%
CCC(C)(C)NC(=O)C1CCN(c2nc(C)cc(C)n2)CC1	-18%	-1.0%
CCCCOc1cccc(C(=O)Nc2cccc(-c3nc4ccccc4o3)c2)c1	2%	-4.5%
Cc1nn(-c2nc(-c3ccco3)cc(C(F)(F)F)n2)c(C)c1Br	nt	10%
COC(=O)C1=C(C)NC2=C(C(=O)CC(C)(C)C2)C1c1ccc(OC)cc1OC (centres undefined)	-3%	-1.3%
CCOc1ccc(/C=N\NC(=O)c2cncc(Br)c2)cc1	1%	-2.4%
COc1ccc2cc3c(N)c(C(=O)N4CCCC4)sc3nc2c1	2%	19%
Cc1cccc(-n2c(O)c(C=NCCCN3CCOCC3)c3ccccc3c2=O)c1	-9%	-5.2%
Nc1nnc(SCc2ccccc2)n1-c1ccccc1	nt	2.5%
O=C(c1cnn2c(C(F)(F)F)cc(-c3ccccc3)nc12)N1CCOCC1	-12%	1.7%
COCc1nnc(NS(=O)(=O)c2ccc(NC(C)=O)cc2)s1	3%	-3.0%
Cn1c(N)c(C(=O)COC(=O)c2ccc(Br)o2)c(=O)n(C)c1=O	nt	3.9%
CCOC(=O)c1ccc(NC(=O)CCCCCN2C(=O)/C(=C/c3ccc(Cl)cc3)SC2=S)cc1	-3%	4.9%
Cc1oc2c(CN(CC(C)C)CC(C)C)c(O)ccc2c(=O)c1-c1nc2ccccc2s1	2%	-2.2%
NC(=O)c1c(NC(=O)c2cccc(Cl)c2)sc2c1CCCC2	-2%	-0.4%
C=CCN1C(=O)C(CC(=O)O)SC1=Nc1c(C)n(C)n(-c2ccccc2)c1=O (centres undefined)	-8%	nt

An excerpt of these results, bar-delimited.
structure | Rat MKP-3 inhibitors | Hsp70 displacement
CCOc1ccc(/C=N\NC(=O)c2cncc(Br)c2)cc1 | 1% | -2.4%
NC(=O)c1c(NC(=O)c2cccc(Cl)c2)sc2c1CCCC2 | -2% | -0.4%
CCC(C)(C)NC(=O)C1CCN(c2nc(C)cc(C)n2)CC1 | -18% | -1.0%
Cc1cc(NC(=O)c2ccc3c(c2)C(=O)N(C(C)(C)C)C3=O)no1 | 1% | 3.7%
FC(F)(F)COc1nc(OCC(F)(F)F)nc(N2CCN(c3ccccc3)CC2)n1 | -1%&4% | 8.7%&1.2%
COCc1nnc(NS(=O)(=O)c2ccc(NC(C)=O)cc2)s1 | 3% | -3.0%

(more compounds)
SMILES	Rat MKP-3 inhibitors	Hsp70 displacement
CCOc1ccc(C2C3=C(CC(C)(C)CC3=O)OC3=C2C(=O)CC(C)(C)C3)cc1	2%	2.8%
CS(=O)(=O)N(CC(=O)NCCc1ccccc1)c1cccc(C(F)(F)F)c1	0%	-4.4%
COc1ccc(OC)c(-c2nc(C(N)=O)c3[nH]c(=O)n(-c4ccc(F)cc4)c3n2)c1	8%	-1.6%
COc1cc([N+](=O)[O-])ccc1NC(=S)NC(=O)c1ccco1	-6%	1.6%
O=C(Nc1nnc(-c2ccco2)s1)C1CC1	6%	11%
Cc1cc(NCc2ccco2)nc2ccccc12	-1%	-2.0%
Cc1cn2c(-c3ccc(Cl)cc3)nnc2s1	-4%	0.2%
CC(C)(C)n1ncc2c(=O)n(CC(=O)NCc3ccccc3Cl)cnc21	nt	0.1%
Clc1ccccc1CSc1nnc(Cn2cnc3ccccc32)n1-c1ccccc1	nt	-0.9%
CCOC(=O)C1=C(O)/C(=C/c2ccc(N(C)C)cc2)SC1=Nc1ccc(F)cc1	6%	-124%
CC1(C)CC(=O)c2sc(N3CCCCC3)nc2C1	-4%	0.2%
CC(=O)OCCCNC(=O)/C(=C\c1ccc(Br)cc1)NC(=O)c1ccccc1	0%	-2.2%
O=C1C=CC(=O)N1c1ccc(-c2cc(-c3ccccc3)nc(-c3ccc(N4C(=O)C=CC4=O)cc3)n2)cc1	-1%	3.3%
O=C1c2ccccc2NC(c2ccccc2O)N1c1ccc(Cl)cc1 (centres undefined)	-4%	6.2%
Cc1ccccc1NC(=O)C(C)NC(=O)C12CC3CC(CC(C3)C1)C2 (centres undefined)	1%	0.9%
CNC(=O)c1ccc(-c2ccccc2)s1	nt	-1.0%
CCCOc1cc(C)c(Cl)cc1S(=O)(=O)N(CC)CC	nt	6.5%
Cn1c(SCC(=O)N2CCc3ccccc32)nc2cccnc21	-9%	1.9%
Cc1nc2ccc(C(=O)c3ccccc3)cc2[nH]1	2%	-2.2%
O=C(CC1NCCNC1=O)Nc1ccc2c(c1)OCCO2 (centres undefined)	nt	0.2%
Cc1cc(NC(=O)c2c(-c3c(Cl)cccc3Cl)noc2C)ccc1Br	0%	0.4%
CCOC(=O)c1[nH]c2ccc(C)cc2c1NC(=O)CN1CCCCC1	2%	4.5%
COc1cccc(OC)c1OCC(C)CNCC1CCCO1 (centres undefined)	6%	nt
CCCCn1c(SCC(=O)NCc2ccco2)nc2c(sc3ccccc32)c1=O	nt	-3.9%
CCN(CC)c1ccc(/C=C2\C(=O)NC(=O)N(Cc3ccccc3)C2=O)c(OC)c1	-3%	-22%
CC(=O)Oc1ccc(C2OC(=O)c3ccccc3N2C(C)=O)cc1 (centres undefined)	nt	0.2%
CCOC(=O)c1ccc(P(C)(C)=O)cc1	-1%	-4.8%
CCOC(=O)C1C(=O)NCC1c1ccccc1 (centres undefined)	nt	6.8%
CC(C)C(NS(=O)(=O)c1ccc2c3c(cccc13)C(=O)N2)C(=O)O (centres undefined)	-7%	3.5%
CCCCC1CC(/C(C)=N/NC(N)=O)OC1=O (centres undefined)	nt	2.7%
COc1ccc(C(=O)OC(COc2ccccc2)Cn2ccnc2)cc1 (centres undefined)	-2%	-3.0%
Cc1ccc([N+](=O)[O-])cc1-c1[nH]c(-c2ccc(O)c(O)c2)nc1-c1ccccc1	nt	2.2%
Cc1ccc(S(=O)(=O)N(CC(=O)N2CCOCC2)C2CCCCC2)cc1	-9%	-0.9%
CC(C)COc1ccc(C(=O)NCC2(c3ccccc3)CCCC2)cc1	2%	-0.2%
CS(=O)(=O)N(CC(=O)O)c1cccc(Cl)c1	-9%	-0.5%
Fc1ccc(C2=Nn3c(nnc3-c3n[nH]c4c3CCC4)SC2)cc1	9%	-4.1%
Fc1ccc(N2CCN(Cc3cnc(Oc4ccc(Br)cc4)s3)CC2)cc1	nt	-2.5%
COc1cccc(CN2CCN(C(=O)c3cc(OC)cc(OC)c3)CC2)c1	6%	-2.4%
O=C(c1cccs1)N1CCN(Cc2cccnc2)CC1	-15%	-0.2%
CCC(C)(C)C(=O)Nc1ccc(C(N)=O)cc1	nt	1.7%

Rewritten with the structure last: part of the list above.
Rat MKP-3 inhibitors	Hsp70 displacement	SMILES
-3%	-22%	CCN(CC)c1ccc(/C=C2\C(=O)NC(=O)N(Cc3ccccc3)C2=O)c(OC)c1
nt	0.2%	CC(=O)Oc1ccc(C2OC(=O)c3ccccc3N2C(C)=O)cc1 (centres undefined)
-1%	-4.8%	CCOC(=O)c1ccc(P(C)(C)=O)cc1
nt	6.8%	CCOC(=O)C1C(=O)NCC1c1ccccc1 (centres undefined)

Continued.
SMILES	Rat MKP-3 inhibitors	Hsp70 displacement
CC(C)C(=O)Nc1cccc(C(=O)Nc2nnc(C(C)C)s2)c1	nt	-5.4%
Ic1ccc(-c2csc(Nc3ccc(Oc4ccccc4)cc3)n2)cc1	6%	-5.3%
CN(C)S(=O)(=O)c1cc(C(=O)O)c(NC2CCCCC2)cc1Cl	nt	4.0%
Cc1ccc(S(=O)(=O)/N=C2\C=CC(=O)C(Br)=C2)cc1	4%	1.4%
CCCCC(=O)NNC(=O)COc1ccc(Cl)cc1	1%	4.2%
CCOC(=O)c1ccc(NC(=S)NC(NC(=O)c2ccccc2Cl)C(Cl)(Cl)Cl)cc1 (centres undefined)	1%	-1.3%
C/C(=N\Nc1nc(C)cc(C)n1)c1cccs1	0%	1.5%
Cc1ccc(-c2csc(NC(=O)c3ccno3)n2)cc1	-4%	-6.6%
O=C(Cn1cnc2c(cnn2-c2ccc(F)cc2)c1=O)NCc1ccco1	2%	nt
Cn1cc(SCC(=O)NCc2ccc3c(c2)OCO3)c2ccccc21	-9%	5.0%
CCCCCCn1c(CN2CCN(C(=O)c3ccco3)CC2)nc2c1c(=O)n(C)c(=O)n2C	0%	2.6%
COc1ccc(C(=O)Nc2ccncc2)cc1	-1%	-2.0%
O=C(CCCN1C(=O)c2ccccc2C1=O)Nc1ccccn1	6%	-2.3%
O=C(Nc1nnc(-c2ccc([N+](=O)[O-])cc2)s1)c1cccs1	0%	0.1%
COc1ccc(-c2cn3cc(C)ccc3n2)cc1Br	3%	-3.5%
Cc1noc(NS(=O)(=O)c2ccc(N)cc2)c1C	-8%	nt
CC(=O)c1cccc(NC(=O)CN(c2cccc(F)c2)S(C)(=O)=O)c1	-11%	nt
CN(C)c1oc(-c2ccccc2F)nc1C#N	0%	-3.3%
C/C(=N\OC(=O)Nc1ccccc1)c1ccccn1	-2%	3.1%
CCC(C)[C@H](Nc1nc(-c2ccccc2)nc2c1oc1ccccc12)C(=O)O (some centres undefined)	nt	0.4%
O=C1CC(NC2CCCC2)C(=O)N1c1ccc(Cl)cc1 (centres undefined)	2%	1.8%
CC1CC2(CC(C)(C(=O)CSc3nc4ccccc4s3)OC2=O)C(=O)O1 (centres undefined)	-3%	1.6%
O=C(O)CCC(=O)NCC1OCCc2ccccc21 (centres undefined)	-14%	nt
